# SENP8 block – SENP8 protease inhibition. Q96LD8. purified SENP8, Z-RLRGG-aminoluciferin cleavage, luminescence. inhibition, % at 10 µM. 330,000 compounds, 1.2% hits. AID 2540
# Target sequence (Q96LD8 whole entry, looked up): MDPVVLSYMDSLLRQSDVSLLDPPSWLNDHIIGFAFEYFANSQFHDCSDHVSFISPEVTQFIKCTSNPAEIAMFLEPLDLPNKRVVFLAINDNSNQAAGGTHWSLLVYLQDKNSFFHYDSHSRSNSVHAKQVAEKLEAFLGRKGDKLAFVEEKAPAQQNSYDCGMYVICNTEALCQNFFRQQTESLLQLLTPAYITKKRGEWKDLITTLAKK
# Gli-Sufu antag – Gli-Sufu pathway antagonism. Sufu-KO-LIGHT fibroblasts, Gli luciferase reporter luminescence. 340,000 compounds, 0.74% hits. inhibition, % at 5 µM;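 active = inhibition above about 55%, limit read from the data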;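 note: 0% = DMSO-treated cells and 100% = wells with medium but no cells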
# Apaf-1 inh – blocks human Apaf-1 apoptosome activity | reconstituted apoptosome caspase-3 activity, DEVD-Rh110 fluorescence | inhibition, % at 20 µM | 330,000 compounds, 0.71% hits | AID 489030; active = inhibition of at least 40% at 20 µM;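 note: plate controls were DMSO wells for no effect and DEVD-CHO caspase inhibitor wells for full effect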
#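 Material: reconstituted apoptosome with Apaf-1, cytochrome c, caspase-9, procaspase-3, dATP / Buffer or medium: pH 7.5 Hepes buffer with CHAPS, BSA, DTT / Also added: cytochrome c with DEVD-Rh110 / Schedule: compound with Apaf-1, dATP, procaspase-3 30 min, then 50 min reaction, room temperature / Technique: rhodamine 110 fluorescence at Ex 480/Em 540 nm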
# Jurkat NFkB inh – lowers PMA/ionomycin-induced NF-kB signal in Jurkat cells; PMA/ionomycin-induced NF-kB luciferase reporter, luminescence; inhibition, % at 4 µM; 330,000 compounds, 0.53% hits; AID 435003
# EBI2 antag – blocks human EBI2 receptor beta-arrestin signaling; P32249; EBI2 beta-arrestin recruitment, luminescence, 7a,25-OHC stimulated; inhibition, % at 5 µM; 360,000 compounds, 0.81% hits; in the data active = inhibition above about 38%;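 note: enzyme fragment complementation signal reports receptor beta-arrestin coupling in cells; 0% = agonist plus DMSO wells and 100% = wells without agonist; some results beyond the cut were filed as inactive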
# Target sequence (P32249 whole entry, looked up, the tested form may be a part): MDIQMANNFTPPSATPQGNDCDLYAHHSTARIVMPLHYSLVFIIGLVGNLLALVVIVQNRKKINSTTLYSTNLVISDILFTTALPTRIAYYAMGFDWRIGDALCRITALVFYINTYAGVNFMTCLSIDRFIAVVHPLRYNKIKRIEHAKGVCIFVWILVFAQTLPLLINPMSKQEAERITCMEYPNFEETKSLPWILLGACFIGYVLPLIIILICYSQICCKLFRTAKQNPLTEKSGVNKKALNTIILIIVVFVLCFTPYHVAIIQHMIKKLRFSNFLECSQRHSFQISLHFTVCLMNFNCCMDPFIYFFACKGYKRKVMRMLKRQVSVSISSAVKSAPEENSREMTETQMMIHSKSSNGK
# 697 NFkB inh – inhibitors of the PMA/ionomycin-induced NF-kB reporter in 697 B cells | AID 435022 | inhibition, % at 4 µM | 330,000 compounds, 0.33% hits | 697 B-cell NF-kB luciferase reporter, 16 h; in the data active = inhibition above about 35%
# UBC13 polyUb – inhibitors of human UBC13 polyubiquitin chain formation; inhibition, % at 20 µM; TR-FRET; 330,000 compounds, 0.47% hits; in the data active = inhibition above about 45%, passing the limit was not always enough
# CCR6 antag – antagonists of human CCR6 receptor. P51684. CHO-K1 CCR6 PathHunter beta-arrestin, luminescence, CCL20-stimulated. inhibition, % at 20 µM. 340,000 compounds, 0.49% hits. AID 493098;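 active = compounds whose inhibition of the agonist-driven luminescence signal at 20 µM reaches about 50%, limit read from the data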;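 note: cells stimulated with CCL20 at 14 nM final; plate controls were DMSO with CCL20 for no effect and DMSO without agonist for full effect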
# Target sequence (P51684 whole entry, looked up): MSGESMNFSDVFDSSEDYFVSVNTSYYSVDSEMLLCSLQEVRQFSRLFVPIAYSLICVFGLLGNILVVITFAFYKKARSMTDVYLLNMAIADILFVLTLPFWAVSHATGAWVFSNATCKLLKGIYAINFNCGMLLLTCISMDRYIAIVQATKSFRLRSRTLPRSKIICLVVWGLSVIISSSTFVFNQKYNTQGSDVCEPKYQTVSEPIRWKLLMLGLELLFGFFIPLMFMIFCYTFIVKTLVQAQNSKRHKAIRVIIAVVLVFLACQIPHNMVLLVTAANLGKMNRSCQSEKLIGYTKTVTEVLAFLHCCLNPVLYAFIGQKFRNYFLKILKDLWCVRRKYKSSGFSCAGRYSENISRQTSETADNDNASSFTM
# Active calls of the source: *; · = not tested or not shown; & = joins results of further samples. Cut-off read from the data, not from the text of the source, unless noted: active = inhibition above about 50%; inactive = the rest. A portion of the library; rates above refer to the full screens.
SMILES,SENP8 block,Gli-Sufu antag,Apaf-1 inh,Jurkat NFkB inh,EBI2 antag,697 NFkB inh,UBC13 polyUb,CCR6 antag
Cn1cccc1/C=C(\C#N)c1ccccc1,0,-15,-3,1,2,19,-2,22
COc1ccccc1NC(=O)COC(=O)C1CC(=O)N(c2ccc3c(c2)OCCO3)C1 (stereo not given),-1,1,-4,14,1,-1,24,7
O=C(COC(=O)c1ccc(Br)o1)Nc1ccc2[nH]c(=O)[nH]c2c1,-8,-22,-11,-5,14,8,-18,-5
COC1=CC(=O)c2ccccc2C1=O,51*,7,79*,28,-4,-26,-57,-3
CC(C)Cc1nnc(NC(=O)c2ccc(N3CCCC3=O)cc2)s1,-2,10,-1,-11,6,-17,3,23
COc1cc(CNC(=O)CCC(=O)N2C[C@H]3C[C@H](C2)c2cccc(=O)n2C3)cc(OC)c1OC,0,-3,-12,5,-1,10,4,-5
COc1cc(OC)c(OC)cc1CN1CCCC(C(=O)N2CCCCC2)C1 (stereo not given),3,8,12,-8,-9,-19,-13,-5
COc1ccc(-c2csc(NC(=S)NC(=O)c3cccs3)n2)cc1OC,4,5,23,14,2,26,-9,24
COc1ccc(-c2c(C#N)c(C)nc3c2C(=O)c2ccccc2-3)cc1,1,3,14,3,6,21,0,0
COc1cccc(OC)c1C(=O)Nc1nc2cc3c(cc2s1)OCO3,-8,14,2,5,8,18,25,-5
COc1ccc(NC(=O)CN(C)C(=O)CCc2ccccc2)cc1,1,0,-4,6,-5,9,8,10
Cc1ccc(OCCN2C(=O)OC(C)(C)C2(C)O)cc1 (stereo not given),-2,2,1,-11,-5,21,-2,6
O=C(O)Cc1ccc(C(=O)c2ccccc2F)s1,-1,-18,-4,10,-5,-4,4,-6
CC1=NN(c2ccccc2)C(=O)/C1=C/c1ccc(Cl)cc1,27,-3,96*,10,8,-13,-44,5
CCn1c(SCC(=O)N2CCCc3ccccc32)nnc1-c1ccoc1C,4,-13,8,-14,2,7,5,-31
Cc1ccc(S(=O)(=O)N(C)c2c(C)ccc(S(=O)(=O)N3CCN(C=O)CC3)c2C)cc1,0,-1,10,-3,5,10,2,-11
O=C(CSc1nnc(COc2cccc3ccccc23)o1)N1CCN(C(=O)c2ccco2)CC1,-9,39,19,-9,-4,-30,7,2
O=C(Nc1ccccc1C(=O)O)c1cccc(NC(=O)c2ccccc2Cl)c1,8,8,-1,7,0,18,-2,-2
COC(=O)Nc1ccc2c(c1)N(C(=O)CCN1CCN3CCCC3C1)c1ccccc1CC2 (stereo not given),-3&-4,7&-17,4&-10,1&-11,2&-10,1&-9,5&5,-4&9
O=[N+]([O-])c1ccc(N2CCCCC2)c(Cl)c1N1CCCCC1,7,32,-6,-4,-7,5,3,17

# Overlap with the part before: five compounds, then new ones.
SMILES,SENP8 block,Gli-Sufu antag,Apaf-1 inh,Jurkat NFkB inh,EBI2 antag,697 NFkB inh,UBC13 polyUb,CCR6 antag
Cc1ccc(S(=O)(=O)N(C)c2c(C)ccc(S(=O)(=O)N3CCN(C=O)CC3)c2C)cc1,0,-1,10,-3,5,10,2,-11
O=C(CSc1nnc(COc2cccc3ccccc23)o1)N1CCN(C(=O)c2ccco2)CC1,-9,39,19,-9,-4,-30,7,2
O=C(Nc1ccccc1C(=O)O)c1cccc(NC(=O)c2ccccc2Cl)c1,8,8,-1,7,0,18,-2,-2
COC(=O)Nc1ccc2c(c1)N(C(=O)CCN1CCN3CCCC3C1)c1ccccc1CC2 (stereo not given),-3&-4,7&-17,4&-10,1&-11,2&-10,1&-9,5&5,-4&9
O=[N+]([O-])c1ccc(N2CCCCC2)c(Cl)c1N1CCCCC1,7,32,-6,-4,-7,5,3,17
Cc1cc(NC(=O)C(C)SCC(=O)OCc2c(Cl)cccc2Cl)no1 (stereo not given),13,-2,9,4,2,2,1,9
S=C(N/N=C/c1cccc2ccccc12)Nc1cccc(Cl)c1,-2,-2,13,-19,10,-54,7,11
CC(=O)Nc1c(O)nc(SCC(=O)N2CCN(c3ccc(F)cc3)CC2)[nH]c1=O,9,-3,-6,0,2,12,2,-4
O=C(NCc1ccc(F)cc1)Nc1cccc(Cl)c1,-8,-35,5,-16,-4,-11,9,8
Cc1ccc(CNC(=O)C2CCN(S(=O)(=O)N3CC(C)CC(C)C3)CC2)cc1 (stereo not given),4,0,2,3,42,2,-13,2
Cc1ccc(C(=O)O)cc1-c1ccc(/C=C2/NC(=O)N(c3ccccc3)C2=O)o1,3,-1,20,-9,1,13,-8,10
COC(=O)c1cccc(NC(=O)CN(c2ccc3c(c2)OCO3)S(C)(=O)=O)c1C,-2,6,7,-19,9,-17,-7,-3
Cc1ccc(N2CC(C(=O)NCc3nnnn3-c3ccc(C)c(C)c3)CC2=O)cc1 (stereo not given),-5,2,5,13,-3,-2,-1,4
Cc1cccc(NC(=O)Cn2nnc3ccccc32)c1,-4,-45,-2,-36,1,-40,3,1
CCCCNC(=O)N(O)C1N(/N=C/c2ccc(N(C)C)cc2)C(=S)SC1(C)C (stereo not given),1,0,4,17,-3,1,5,6
CCS(=O)(=O)N1CCC(C(=O)c2ccc(Cl)cc2)CC1,1,14,-7,-5,13,1,4,5
COc1cc2c(O)c3c(c(-c4ccc5c(c4)OCO5)c2cc1OC)C(=O)OC3,-4,·,-1,17,6,-6,20,-3
COc1ccc(NC(=O)CSc2nnc(C3CC3)n2C)cc1,-2,-5,1,0,0,6,4,7
Cc1cc(C)nc(NC(=O)NC(=O)c2ccccc2)n1,-4,0,-3,-7,0,7,-1,13
CC(C)(C)c1ccccc1NC(=O)Cn1c(=O)cnc2ccccc21,-5,3,2,7,-1,3,4,3
Cc1ccc(C(=O)Nc2ccccc2C(=O)N2CCCC2)cc1[N+](=O)[O-],5,-7,8,14,-9,9,5,-1
O=C(COC(=O)CCC1CCCC1)Nc1cccc(S(=O)(=O)N2CCOCC2)c1,-6,-11,15,-36,5,-11,-1,14
Cc1noc(NS(=O)(=O)c2ccc(N/C=C/C(=O)c3ccncc3)cc2)c1C,-32,-5,-15,14,0,13,0,-2
Cc1occc1C(=O)Nc1cc(S(=O)(=O)N2CCOCC2)ccc1OC(C)C,0,-8,-5,2,-16,13,8,-10
O=C(Cn1cnc2ccccc2c1=O)Nc1ccc2c(c1)OCCO2,-3,-16,-10,-105,-13,-78,3,-2

# 3 compounds already listed, sorted by molar mass, smallest number first:
SMILES,SENP8 block,Gli-Sufu antag,Apaf-1 inh,Jurkat NFkB inh,EBI2 antag,697 NFkB inh,UBC13 polyUb,CCR6 antag
COc1cc2c(O)c3c(c(-c4ccc5c(c4)OCO5)c2cc1OC)C(=O)OC3,-4,·,-1,17,6,-6,20,-3
Cc1cc(NC(=O)C(C)SCC(=O)OCc2c(Cl)cccc2Cl)no1 (stereo not given),13,-2,9,4,2,2,1,9
COC(=O)c1cccc(NC(=O)CN(c2ccc3c(c2)OCO3)S(C)(=O)=O)c1C,-2,6,7,-19,9,-17,-7,-3

# New compounds follow:
SMILES,SENP8 block,Gli-Sufu antag,Apaf-1 inh,Jurkat NFkB inh,EBI2 antag,697 NFkB inh,UBC13 polyUb,CCR6 antag
O=C1CCCN1c1ccc(S(=O)(=O)NCc2ccco2)cc1,-9,-18,2,1,10,7,-1,1
COc1ccc(CNCC(O)COc2cccc3c2OC(C)(C)C3)cc1 (stereo not given),-7,60*,5,11,-1,-7,-10,13
CCCCC(CC)C(=O)Nc1cc(C(=O)NCc2ccc(C)cc2)ccc1N1CCC2(CC1)CC(c1cccc(Br)c1)=NO2 (stereo not given),1,9,20,4,-3,22,-15,3
Cn1c(=O)oc2cc(S(=O)(=O)N3CCN(Cc4ccc5c(c4)OCO5)CC3)ccc21,5,9,-5,6,11,27,5,-5
CCNC(=O)NCCc1c[nH]c2ccc(Cl)cc12,3,-4,-1,2,-41,31,12,10
CCOC(=O)c1c(C)[nH]c(C)c1S(=O)(=O)NCCc1sccc1C,-4,3,8,5,-4,-2,0,13
Cc1ccc(NC(=O)CSc2nnc(CNC(=O)c3ccccc3F)o2)cc1,0,7,9,3,4,1,-11,5
O=C(Cn1nc(-c2ccccc2)c2ccccc2c1=O)NCCN1CCOCC1,-7,2,1,-5,-7,-16,-9,2
COC(=O)c1cc(S(=O)(=O)N(C)C2CCCCC2)oc1C,-2,4,-4,-8,-5,-3,1,11
COc1ccccc1C(=O)NC1CCCc2ccccc21 (stereo not given),-1,24,7,1,1,-1,-6,23
O=C(NCc1cccc(Cl)c1)c1cccc(C(F)(F)F)c1,-1,5,22,-13,-1,7,-19,10
Cc1cccc(C)c1N1C(=O)c2ccccc2C1=O,4,-7,2,3,-3,17,0,5
CCCCCOC(=O)CCN1C(=O)/C(=C2\SC(=S)N(CCC(=O)OCCCCC)C2=O)SC1=S,3,3,0,-4,-12,12,-8,2
CCNC(=S)NNC(=O)c1csc(CC)c1,2,-18,-5,-3,-26,-16,1,29
CC1CCN(c2c(NCC3CCC(C(=O)NCCC4=CCCCC4)CC3)c(=O)c2=O)CC1 (stereo not given),0,3,16,-12,4,-9,-13,15
COc1cc(OC)c(S(=O)(=O)Nc2ccc(C(=O)O)cc2)cc1S(=O)(=O)Nc1ccc(C(=O)O)cc1,0,5,-4,1,-5,14,-4,1
CC(C)Oc1cccc(C(=O)NC2=NCCS2)c1,4,-69,-7,-62,2,-65,-8,4
CN(C)CCCNc1ncc(C(F)(F)F)cc1Cl,-3,-2,-3,-13,-7,8,8,0
CC(C)(C)OC(=O)CNC(=O)c1nc[nH]c1C(=O)N1CCc2ccccc2C1,-8,-5,-6,-2,-11,23,7,4
CC(SC(=S)N(C)Cc1cccs1)C(=O)O (stereo not given),-16,-14,4,-19,-1,0,-31,10
CCOc1ccc(CCNC(=O)CN2C(=O)NC3(CCCCCC3)C2=O)cc1OCC,-2,-7,8,4,-6,8,-7,6
CNS(=O)(=O)c1ccc(N2CCCC2)c([N+](=O)[O-])c1,-6,7,-14,8,-3,0,-19,9
CCOc1ccc(NS(=O)(=O)c2ccc(NS(=O)(=O)c3ccc(SC)cc3)cc2)cc1,-7,1,13,5,5,-14,-23,22
CC(=O)c1cccc(NS(=O)(=O)c2ccc(-c3cnc(C4CC4)o3)cc2)c1,1,55,6,43,1,16,-4,6
CN1C(=O)NC(c2ccccc2)C2=C1CN(CCc1ccccc1)C2=O (stereo not given),4,1,-1,-3,-4,-3,2,1
COc1cc(NC(=O)c2ccccc2Cl)c2ncccc2c1,-6,1,18,25,-1,-11,6,8
O=C(CCN1C(=O)c2ccccc2C1=O)N1CCN(c2ccccn2)CC1,-3,2,-3,-8,-6,9,2,0
Fc1ccc(CNCc2ccc(Br)cc2)cc1,4,-19,4,3,-6,10,7,7
C#Cc1ccc([C@@H]2C=C(C(=O)N3CCN(Cc4ccc5c(c4)OCO5)CC3)O[C@H](OCCCCO)C2)cc1,-9,-5,24,-9,-2,-3,-5,8
COC(=O)c1sccc1NC(=O)C12CC3CC(CC(C3)C1)C2,-5,3,14,-13,8,10,-6,20
O=C(CSc1nc2ncccc2[nH]1)Nc1ccc2c(c1)OCCO2,-1,-20,1,-5,2,1,-3,18
Cc1ccc(S(=O)(=O)N2CCOC2CNC(=O)C(=O)NCCCc2ccccc2)cc1 (stereo not given),-6,20,-1,-3,6,-21,-4,11
Cc1ccc(C(=O)N2CCCC2)cc1Br,-12,-11,7,0,4,2,-2,-2
O=C(NCC(=O)N(CCN1CCOCC1)C(C(=O)NC1CCCC1)c1cccs1)c1ccco1 (stereo not given),-2,1,2,0,-11,16,-1,0
CCc1ccc(C(=O)Nc2cccc(-c3nn[nH]n3)c2)s1,26,3,-3,0,2,-21,-5,9
CC(C)(C)C(=O)/C=C(N)/C=C/c1ccccc1,-12,-45,11,-21,10,-35,-16,10
COCCCNc1nc2ccccc2[nH]c1=O,-3,-19,-10,7,-4,3,5,8
Cc1cc(NC(=O)c2cccs2)ccc1NC(=O)Cc1ccccc1,-4,-4,-11,0,-1,8,4,5
COc1cc(NC(=O)COC(=O)c2nc3nc(C)cc(C)n3n2)cc(OC)c1,-7,-1,-13,9,-4,-1,13,-4
Cn1cnc(C(F)(F)F)c1-c1ccc([N+](=O)[O-])cc1,2,1,-14,-5,-5,1,-6,0

# Bioassay records deposited in PubChem by Sanford-Burnham Center for Chemical Genomics.
